Screens deposited in PubChem by National Center for Advancing Translational Sciences (NCATS).
Apoferritin bind: qHTS Assay for Identification of Novel General Anesthetics; Ferritin light chain (Equus caballus), P02791; apoferritin/1-aminoanthracene competitive binding, fluorescence; Potency, µM (doses to about 77.5 µM), inactives show at the top dose activity change, negative = displacement, most hits filed as inhibitors; actives 0.074% (n = 350,000); also: potency is read from the fitted curve at half-maximal effect; % is scaled to controls: 0 for no effect and ±100 for the full control effect; nearly all actives have a fitted effect of over 20% in size
Target sequence (P02791 2-175 limits assumed): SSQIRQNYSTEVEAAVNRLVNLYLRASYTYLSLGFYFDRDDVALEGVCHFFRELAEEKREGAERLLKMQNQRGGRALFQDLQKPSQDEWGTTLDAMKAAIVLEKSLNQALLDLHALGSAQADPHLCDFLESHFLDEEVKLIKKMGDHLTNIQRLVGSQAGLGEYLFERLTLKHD
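Probe: 1-aminoanthracene (50% saturated, PBS). Protein: horse-spleen apoferritin, 10 uM. Incubation: 10 min, room temperature. Detection: 380 nm excitation, 535 nm emission. Analysis: normalized response, four-parameter Hill.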
ALOX12 inh: Primary qHTS assay for inhibitors of human arachidonate 12S-lipoxygenase (ALOX12): Round 2; Polyunsaturated fatty acid lipoxygenase ALOX12 (Homo sapiens), P18054; purified 12hLO, xylenol orange hydroperoxide absorbance; Potency, µM (highest dose often 108 µM), without a hit: at the top dose activity change, negative = inhibition, hits mostly inhibitors; actives 1.1% (n = 580,000); AID 1671190, 2021; also: potency is read from the fitted curve at half-maximal effect; % is scaled to controls: 0 for no effect and ±100 for the full control effect
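Purified human 12hLO at 150 nM in 25 mM Hepes, 0.01% Triton X-100, pH 7.0, preincubated 15 min at room temperature with compound. Reaction started with 40 uM arachidonic acid, 30 min at room temperature. Hydroperoxide measured by Fe-xylenol orange, 573/405 nm absorbance ratio.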
Pol beta inh: qHTS Assay for Inhibitors of DNA Polymerase Beta | Pol beta primer extension/strand displacement, fluorescence kinetic | AID 485314, 2010 | P06746 | actives 1.3% (n = 340,000) | Potency, µM (doses to about 114 µM), for inactives: at the highest dose activity change, negative = inhibition, actives largely listed as inhibitors; also: potency is read from the fitted curve at half-maximal effect; % is scaled to controls: 0 for no effect and ±100 for the full control effect
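Pol beta (10 nM) and compounds were preincubated 15 min at room temperature, then 50 nM substrate (final) started primer extension/strand displacement. Reads were taken at 0 and 10 min; concentration-response data were fitted to a four-parameter Hill equation.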
ERG Ets-DNA blk: qHTS for Small Molecule Inhibitors of the ERG Ets/DNA interaction; Transcriptional regulator ERG (Homo sapiens), P11308; fluorescence polarization, His-ERG Ets domain / labelled DNA; Potency, µM (series often up to 76.9 µM), for inactives: top-dose FP activity, negative = inhibition, actives largely listed as inhibitors; actives 0.028% (n = 370,000); AID 624246, 2012; active = well fitted inhibition curve with a large enough effect in the polarisation, with a control signal flat; inconclusive = small, poorly fitted or top-dose-only effect, or effect the other way, or a change in a side signal; inactive = no such curve, though single readings can be large or run the other way; the % refers to the polarisation;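 also: polarization taken with two DNA probes labelled with fluorescein and Texas red; potency is read from the fitted curve at half-maximal effect; % of control where 0% means no effect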
Target sequence (P11308 whole entry, looked up, the tested form may be a part): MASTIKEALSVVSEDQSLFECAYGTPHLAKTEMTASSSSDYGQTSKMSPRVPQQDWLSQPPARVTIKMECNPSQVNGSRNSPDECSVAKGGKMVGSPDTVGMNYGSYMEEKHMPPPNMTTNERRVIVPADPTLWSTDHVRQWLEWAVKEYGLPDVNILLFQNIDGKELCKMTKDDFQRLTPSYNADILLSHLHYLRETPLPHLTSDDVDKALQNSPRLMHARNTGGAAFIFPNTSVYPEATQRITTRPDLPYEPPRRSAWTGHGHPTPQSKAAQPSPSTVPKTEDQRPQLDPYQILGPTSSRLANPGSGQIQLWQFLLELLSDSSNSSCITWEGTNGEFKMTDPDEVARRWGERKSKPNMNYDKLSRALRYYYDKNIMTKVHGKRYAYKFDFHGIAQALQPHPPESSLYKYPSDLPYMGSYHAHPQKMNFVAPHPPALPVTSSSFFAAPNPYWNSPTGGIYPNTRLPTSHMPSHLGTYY
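His-tagged ERG Ets domain (1 uM in the protein solution; 300mM KCl, 50mM Tris-HCl, 1mM EDTA, 1mM DTT, pH 7.5) received compound, then a probe mix of 5 nM fluorescein-DNA and 100nM Texas-615-DNA. Fluorescence polarization was read for both dyes.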
POLK inh: qHTS for Inhibitors of Polymerase Kappa; Potency, µM (top dose mostly 107 µM), for inactives: top-dose activity, negative = inhibition, actives largely listed as inhibitors; actives 0.53% (n = 400,000); DNA polymerase kappa (Homo sapiens), Q9UBT6; AID 588579, 2011; purified Pol kappa, fluorescent DNA synthesis assay, 10 min; also: potency is read from the fitted curve at half-maximal effect; % is scaled to controls: 0 for no effect and ±100 for the full control effect
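10 nM Pol kappa was preincubated with compounds for 15 min at room temperature. Reaction started with 50 nM (final) substrate. Fluorescence read kinetically at 0 and 10 min.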
APEX1 inh: qHTS Assay for Inhibitors of the Human Apurinic/apyrimidinic Endonuclease 1 (APE1) | DNA repair nuclease/redox regulator APEX1 (Homo sapiens), P27695 | recombinant APE1, TAMRA/BHQ-2 abasic DNA cleavage fluorescence | Potency, µM (series often up to 65.8 µM), for inactives: at the highest dose activity change, negative = inhibition, actives largely listed as inhibitors | actives 0.35% (n = 350,000);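 also: potency is read from the fitted curve at half-maximal effect; plate controls were vehicle for no effect and reference inhibitor for full effect; nearly all actives have a fitted effect of over 55% in size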
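APE1 at 0.75 nM final was preincubated with compound 15 min at room temperature, then 50 nM double-stranded THF abasic-site substrate (5'-TAMRA/3'-BHQ-2) was added. Fluorescence (ex 525/em 598 nm) was read kinetically; third-minus-first read gave activity.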
BLM inh: qHTS Assay for Inhibitors of Bloom's syndrome helicase (BLM) | RecQ-like DNA helicase BLM (Homo sapiens), P54132 | recombinant BLM DNA unwinding, fluorescence dequenching | Potency, µM (titrated, usually from 56.1 µM), for inactives: at the highest dose activity change, negative = inhibition, usual class: inhibitors | actives 0.2% (n = 350,000) | AID 2528, 2010;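 also: potency is read from the fitted curve at half-maximal effect; plate controls were vehicle for no effect and no enzyme for full effect; nearly all actives have a fitted effect of over 35% in size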
POLI inh: qHTS for Inhibitors of Polymerase Iota; DNA polymerase iota (Homo sapiens), Q9UNA4; Pol iota fluorescent replication assay, 10 min; Potency, µM (titrated, usually from 115 µM), for the others: top-dose activity, negative = inhibition, hits mostly inhibitors; actives 1% (n = 390,000); AID 588590, 2011; also: potency is read from the fitted curve at half-maximal effect
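Pol iota at 10 nM preincubated 15 min with compounds at room temperature; reaction started with fluorescent substrate, 50 nM final. Fluorescence read kinetically at 0 and 10 min; buffer-only wells as negative control.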
TRHR agonist: qHTS for Small Molecule Agonists and Allosteric Enhancers of Human TRH Receptor: Primary Screen for Agonists. Thyrotropin-releasing hormone receptor (Homo sapiens), P34981. TRHR cells, calcium flux fluo-8, FDSS agonist mode. actives 0.18% (n = 360,000). activation, % at 2 µM; in the data active = activation above about 30%; also: 0% is about no effect
Target sequence (P34981 whole entry, looked up): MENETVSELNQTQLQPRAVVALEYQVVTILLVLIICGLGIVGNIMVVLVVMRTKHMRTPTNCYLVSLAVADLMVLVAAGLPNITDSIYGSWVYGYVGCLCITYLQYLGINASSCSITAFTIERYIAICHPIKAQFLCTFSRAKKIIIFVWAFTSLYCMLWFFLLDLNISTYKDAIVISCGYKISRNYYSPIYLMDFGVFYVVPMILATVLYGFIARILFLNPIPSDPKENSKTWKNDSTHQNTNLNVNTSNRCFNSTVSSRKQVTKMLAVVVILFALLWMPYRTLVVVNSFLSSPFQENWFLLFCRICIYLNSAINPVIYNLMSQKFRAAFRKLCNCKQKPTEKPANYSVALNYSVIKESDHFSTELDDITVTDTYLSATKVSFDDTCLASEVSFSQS
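Fluo-8-loaded TRHR cells; 10 s baseline, compound added, kinetic Ca2+ fluorescence read 1/s, agonist mode.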
An asterisk follows results filed as active; & = joins results of further samples; [ ] = another dose, or the depositor's remark. Unless noted, calls follow the shape of the dose curve; as a rule, active = well fitted curve in the direction sought with a large enough effect; inconclusive = small, poorly fitted or top-dose-only effect, or another doubt; inactive = no such curve, though single readings can be large; an effect the other way counts as inactive or inconclusive. Some of the compounds tested; the hit share may differ from the screen's.

Screening C[C@@H]1O[C@@H](O[C@H]2[C@H](Oc3cc(O)c4c(c3)OC(c3ccc(O)cc3)CC4=O)O[C@H](CO)[C@@H](O)[C@@H]2O)[C@H](O)[C@H](O)[C@H]1O (some centres undefined) returned ALOX12 inh -11%, ERG Ets-DNA blk 12%, POLK inh 10%, APEX1 inh 2%, POLI inh 14% and TRHR agonist 0.2.
Screening Cc1ccc(NC(=O)C(C)OC(=O)c2ccc(Cl)nc2)cc1S(=O)(=O)N1CCOCC1 (centres undefined) returned ALOX12 inh -24%, ERG Ets-DNA blk -6%, POLK inh -15%, APEX1 inh 29%, POLI inh inconclusive and TRHR agonist -0.1.
For Cc1ccc2c(=O)cc(C(=O)Nc3cccc(C(F)(F)F)c3)oc2c1C the results were Apoferritin bind -2%, ALOX12 inh -18%, Pol beta inh -1%, ERG Ets-DNA blk 0%, POLK inh 4%, BLM inh 5%, POLI inh 14% and TRHR agonist 0.7.
For Cc1cccc(/C(N)=N/OC(=O)CCC2CCCCC2)c1 the results were Apoferritin bind -4%, ALOX12 inh -3%, Pol beta inh 8%, ERG Ets-DNA blk 5%, POLK inh 4%, APEX1 inh -1%, BLM inh -1%, POLI inh 6% and TRHR agonist 0.3.
Screening Cc1ccc(NNC(=O)c2c(F)cccc2Cl)cc1C returned Apoferritin bind -13%, ALOX12 inh inconclusive, Pol beta inh 24%, ERG Ets-DNA blk -6%, POLK inh -1%, APEX1 inh 0%, BLM inh -3%, POLI inh 14% and TRHR agonist -0.9.
`Cc1ccc2nc(-c3ccc(NC(=O)COC(=O)c4cncc(Br)c4)cc3)sc2c1` gave Apoferritin bind -13%, ALOX12 inh -27%, Pol beta inh -19%, ERG Ets-DNA blk -5%, POLK inh -20%, APEX1 inh 3%, BLM inh 2%, POLI inh 65%[activator] and TRHR agonist 0.2.
`CC1=C(C(=O)OCC2CCCCC2)C(c2ccc(Cl)cc2Cl)CC(=O)N1` (centres undefined) gave Apoferritin bind -9%, ALOX12 inh -16%, Pol beta inh 16%, ERG Ets-DNA blk 0%, POLK inh -5%, BLM inh 1%, POLI inh 33%[activator] and TRHR agonist 0.5.
For Clc1nc2ccccc2nc1-c1ccccc1 the results were Apoferritin bind -8%, ALOX12 inh 3%, Pol beta inh 5%, ERG Ets-DNA blk 7%, POLK inh -9%, APEX1 inh -3%, BLM inh -1%, POLI inh 83%[activator] and TRHR agonist -0.3.
For Nc1ccccc1SCC(=O)Nc1nccs1 the results were Apoferritin bind -11%, ALOX12 inh -27%, Pol beta inh 0%, ERG Ets-DNA blk 0%, POLK inh -16%, APEX1 inh 2%, BLM inh -3%, POLI inh 122%[activator] and TRHR agonist -0.8.
Screening CC(=O)NS(=O)(=O)c1ccc2c(c1)Cc1cc(S(=O)(=O)NC(C)=O)ccc1-2 returned Apoferritin bind -4%, ALOX12 inh 11%, Pol beta inh 24%, ERG Ets-DNA blk 22%, POLK inh 6%, APEX1 inh -4%, BLM inh 2%, POLI inh inconclusive and TRHR agonist 0.1.
`O=C(O)c1ccc(Cn2c(SCc3cc(=O)n4cc(Br)ccc4n3)nc3ccsc3c2=O)cc1` gave Apoferritin bind 0%, ALOX12 inh -12%, Pol beta inh inconclusive, APEX1 inh inconclusive, BLM inh -8% and TRHR agonist 1.3.
COc1ccccc1NS(=O)(=O)c1ccc(S(=O)(=O)N2CCOCC2)cc1 was read as Apoferritin bind -16%, ALOX12 inh -7%, Pol beta inh 10%, ERG Ets-DNA blk 0%, POLK inh -1%, APEX1 inh -5%, BLM inh -7%, POLI inh 109%[activator] and TRHR agonist 1.4.
Screening C=CCn1c(COc2cccc3ccc(C)nc23)nnc1SCC(=O)OC returned Apoferritin bind -16%, ALOX12 inh 0%, Pol beta inh 40%, ERG Ets-DNA blk -2%, POLK inh -6%, APEX1 inh -3%, BLM inh -3%, POLI inh 2% and TRHR agonist 0.0.
Cc1ccc(CNc2ccc(N3CCOCC3)cc2)cc1 was read as Apoferritin bind inconclusive, ALOX12 inh inconclusive, Pol beta inh 80%, ERG Ets-DNA blk 2%, POLK inh 3%, APEX1 inh 7%&-3%, BLM inh -1%, POLI inh 53% and TRHR agonist -0.1.
Cc1ccc(O)c(C2=NCCNC(C(F)(F)F)=C2)c1 was read as Apoferritin bind -19%, ALOX12 inh 0%, Pol beta inh 4%, ERG Ets-DNA blk -5%, POLK inh -3%, APEX1 inh 16%, BLM inh -4%, POLI inh 15% and TRHR agonist 0.0.
Screening COc1ccc(OCCN2C(=O)NC(C)(c3ccc(C)cc3)C2=O)cc1 (centres undefined) returned Apoferritin bind -5%, ALOX12 inh 21%, Pol beta inh -1%, ERG Ets-DNA blk -1%, POLK inh 11%, APEX1 inh -7%, BLM inh -1%, POLI inh 19% and TRHR agonist 0.1.
For C#CCOc1nc(Nc2cccc([N+](=O)[O-])c2)nc(OCC#C)n1 the results were Apoferritin bind inconclusive, ALOX12 inh -2%, Pol beta inh 0%, ERG Ets-DNA blk 5%, POLK inh -7%, APEX1 inh 5%, BLM inh -7%, POLI inh 3% and TRHR agonist -0.7.
`O=C(NCc1ccco1)/C(=C\c1cccs1)NC(=O)c1cccs1` gave Apoferritin bind -5%, ALOX12 inh -29%, Pol beta inh -9%, ERG Ets-DNA blk -3%, POLK inh 3%, APEX1 inh -1%, BLM inh -6%, POLI inh 85%[activator] and TRHR agonist 0.3.
For Cc1cccc(N(CC(=O)N(C)Cc2ccccc2)S(=O)(=O)c2ccccc2)c1C the results were Apoferritin bind 35%[activator], ALOX12 inh 0%, Pol beta inh -24%, ERG Ets-DNA blk -2%, POLK inh -5%, BLM inh -6%, POLI inh 17% and TRHR agonist -0.6.
COC(=O)c1ccccc1SC(CC(=O)c1ccccc1)c1ccc(F)cc1 (centres undefined) was read as Apoferritin bind -11%, ALOX12 inh -13%, Pol beta inh 24%, ERG Ets-DNA blk inconclusive, POLK inh -4%, APEX1 inh 6%, BLM inh -8%, POLI inh 77%[activator] and TRHR agonist 1.3.
COC(=O)c1sccc1NC(=O)c1cc(OC)c(OC)c(OC)c1 was read as Apoferritin bind -9%, ALOX12 inh 6%, Pol beta inh 22%, POLK inh -5%, APEX1 inh -11%, BLM inh 4%, POLI inh 5% and TRHR agonist -0.2.
For CC(NC(=O)C(NC(=O)C1CCCN1C(=O)OC(C)(C)C)C(C)C)C(N)=O (centres undefined) the results were Apoferritin bind 9%, ALOX12 inh 8%, Pol beta inh 54%, POLK inh -3%, APEX1 inh -3%, BLM inh -4%, POLI inh -5% and TRHR agonist -0.3.
Screening CCOC(=O)c1ccc(S(=O)(=O)N2CCN(C(=O)c3cc(=O)c4ccccc4o3)CC2)cc1 returned Apoferritin bind -23%, ALOX12 inh -12%, Pol beta inh 0%, ERG Ets-DNA blk -4%, POLK inh -11%, APEX1 inh -4%, BLM inh -1%, POLI inh 61%[activator] and TRHR agonist 0.3.
Screening CC(=O)c1ccc(N2CCC(c3cc(-c4ccc(Cl)cc4)n[nH]3)CC2)c([N+](=O)[O-])c1 returned Apoferritin bind inconclusive, Pol beta inh 0%, ERG Ets-DNA blk 1%, POLK inh -7%, APEX1 inh -5%, BLM inh -9%, POLI inh 13% and TRHR agonist -0.1.
`Cc1ccccc1CC(=O)NC1CCCc2ccccc21` (centres undefined) gave Apoferritin bind 5%, ALOX12 inh 8%, Pol beta inh 8%, ERG Ets-DNA blk 2%, POLK inh -1%, APEX1 inh 6%, BLM inh -2%, POLI inh 178%[activator] and TRHR agonist -2.5.
`COc1cccc(C(=O)Nc2sc3c(c2C#N)CCN(C(C)=O)C3)c1` gave Apoferritin bind -16%, ALOX12 inh -30%, Pol beta inh -1%, ERG Ets-DNA blk 9%, POLK inh -7%, APEX1 inh -3%, BLM inh -8%, POLI inh 39% and TRHR agonist -0.3.
For COc1ccc(C(=O)C[n+]2cn(C(F)F)c3ccccc32)c(F)c1 the results were Apoferritin bind -14%, ALOX12 inh 4%, Pol beta inh 0%, ERG Ets-DNA blk -6%, POLK inh -20%, APEX1 inh -3%, BLM inh -3%, POLI inh inconclusive and TRHR agonist -0.2.
Screening CC(C)C(=O)N1CCN(c2ccc(NC(=S)NC(=O)c3cc4ccccc4o3)cc2)CC1 returned Apoferritin bind -7%, ALOX12 inh 0%, Pol beta inh 16%, ERG Ets-DNA blk 8%, POLK inh -12%, APEX1 inh 11%, BLM inh -12%, POLI inh 9% and TRHR agonist 0.8.
CC(C)(C)OC(=O)N1CCN(c2ccc([N+](=O)[O-])cc2)CC1 was read as Apoferritin bind -14%, ALOX12 inh 0%, Pol beta inh -16%, ERG Ets-DNA blk -12%, POLK inh 16%, APEX1 inh 5%, BLM inh -1%, POLI inh 16% and TRHR agonist 0.6.
